OXTR ag = human OXTR agonists, primary screen, fluorescence, CHO-OTR cells, Fluo-8 calcium | activation, % at 3 µM | 320,000 tested, 0.32% active | AID 2435, 2010 | Fluo-8 calcium fluorescence; normalized: DMSO 0%, oxytocin 100% | Oxytocin receptor (Homo sapiens), P30559;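 active = activation above the mean of all tested compounds plus 3 SD, cutoff set per screening run, cut at about 20% in these data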;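 note: peak over basal fluorescence ratio from a 100 s FLIPR kinetic read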
Target sequence (P30559 whole entry, looked up): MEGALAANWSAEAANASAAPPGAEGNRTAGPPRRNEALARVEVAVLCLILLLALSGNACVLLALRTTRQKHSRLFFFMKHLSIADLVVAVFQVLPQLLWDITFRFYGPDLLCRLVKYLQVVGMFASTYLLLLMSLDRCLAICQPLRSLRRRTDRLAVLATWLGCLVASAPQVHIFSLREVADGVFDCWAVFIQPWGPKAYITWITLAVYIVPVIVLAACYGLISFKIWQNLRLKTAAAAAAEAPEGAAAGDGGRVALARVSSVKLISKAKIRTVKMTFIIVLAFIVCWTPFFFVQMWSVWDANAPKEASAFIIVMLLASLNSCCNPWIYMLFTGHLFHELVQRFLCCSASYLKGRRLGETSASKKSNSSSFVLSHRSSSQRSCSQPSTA
MEKK2wt PB1 HTS = modulators of MEK5 binding to wildtype MEKK2, primary screen, biochemical, multiplex bead flow cytometry, Alexa488-MEK5 | Mitogen-activated protein kinase kinase kinase 2 (Homo sapiens), Q9Y2U5 | Alexa488-MEK5 binding to MEKK2 WT; actives lie on both sides | binding response (% of control), % at 10 µM | 290,000 tested, 1.1% active | AID 1531, 2009; in the data active = binding response below about 67% or above about 130%
NALP1 inh = NALP1 inflammasome inhibitors in reconstituted yeast, colorimetric, S. cerevisiae, triplicate retest; S. cerevisiae NALP1/ASC/caspase-1 growth, X-gal OD620, 72 h; inhibition, % at 10 µM; 280,000 tested, 0.61% active; AID 2071, 2009; in the data active = inhibition mostly above about 24%, no sharp cut-off; inactive = mostly below about 32%; note: some compounds called inactive have numbers as strong as hits
GalR3 antagonist = GalR3 antagonists in HEK293 cells, primary screen, cell-based, fluorescence readout; HEK293 GalR3-CNG cAMP membrane potential fluorescence; galR3 body fused to GalR1 C-terminus; Galanin receptor type 3 (Homo sapiens), O60755; AID 651719, 2012; inhibition, % at 3 µM; 360,000 tested, 0.44% active;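 active = inhibition above the screen-wide average plus 3 SD, cut at about 13% in these data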;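 note: forskolin and galanin both at EC90 stimulate the cells; cAMP rise reported by CNG channel membrane potential dye signal; 0% = forskolin plus galanin with DMSO and 100% = forskolin alone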
Target sequence (O60755 1-299 limits assumed): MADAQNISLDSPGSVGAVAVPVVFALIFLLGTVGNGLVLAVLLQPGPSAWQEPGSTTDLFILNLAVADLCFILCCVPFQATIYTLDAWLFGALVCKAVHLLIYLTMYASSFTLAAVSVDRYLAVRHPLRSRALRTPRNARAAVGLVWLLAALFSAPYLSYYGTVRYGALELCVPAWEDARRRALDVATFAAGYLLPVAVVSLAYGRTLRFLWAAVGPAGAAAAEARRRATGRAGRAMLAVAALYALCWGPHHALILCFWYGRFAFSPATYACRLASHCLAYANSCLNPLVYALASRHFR
V1R ag counter = agonists of human V1a receptor, primary screen, counter-screen for OXTR agonist project, fluorescence, CHO-V1R cells. Vasopressin V1a receptor (Homo sapiens), P37288. AID 2797, 2010. 320,000 tested, 0.25% active. activation, % at 3 µM. Fluo-8 calcium fluorescence, agonist mode; 0% DMSO, 100% 3 nM vasopressin;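 active = activation above the mean activation of all tested compounds plus 3 SD, per screening run, cut at about 20% in these data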;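 note: signal is peak over basal fluorescence ratio across a 100 second FLIPR read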
MEKK3 PB1 HTS = modulators of MEKK3-MEK5 PB1 binding, primary screen, biochemical, wildtype MEKK3, multiplex bead flow cytometry, Alexa488-MEK5; Mitogen-activated protein kinase kinase kinase 3 (Homo sapiens), Q99759; bead-based flow cytometry, Alexa488-MEK5 binding to MEKK3; actives lie on both sides; 0 = blocked by unlabeled MEK5, 100 = vehicle; binding response (% of control), % at 10 µM; 290,000 tested, 1.4% active;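 active = binding response more than 3 SD above or below the average of its plate-row segment, actives on both sides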;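 note: Alexa488 bead fluorescence after subtracting the streptavidin-only scavenger bead signal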
GPR7 antag = GPR7 receptor antagonists, primary screen, cell-based, fluorescence, single concentration; Neuropeptides B/W receptor type 1 (Homo sapiens), P48145; GPR7-expressing cells, fluorescence antagonist assay; inhibition, % at 4.4 µM; 290,000 tested, 1.1% active; in the data active = inhibition above about 16%, passing the limit was not always enough;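 note: cells stimulated with the agonist NPW; 0% = agonist with vehicle and 100% = vehicle without agonist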
Target sequence (P48145 whole entry, looked up): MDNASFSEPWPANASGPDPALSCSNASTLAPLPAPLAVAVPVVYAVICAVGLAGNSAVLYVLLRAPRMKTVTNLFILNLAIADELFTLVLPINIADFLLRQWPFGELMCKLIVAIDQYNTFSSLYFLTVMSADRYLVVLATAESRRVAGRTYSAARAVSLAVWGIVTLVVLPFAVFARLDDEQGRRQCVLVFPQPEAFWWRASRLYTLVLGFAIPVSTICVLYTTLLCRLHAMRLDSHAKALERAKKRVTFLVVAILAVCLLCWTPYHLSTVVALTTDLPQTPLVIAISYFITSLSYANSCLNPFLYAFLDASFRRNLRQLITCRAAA
MEKK2mut PB1 HTS = MEK5 binding signal on mutant MEKK2 PB1, primary screen, biochemical, multiplex bead flow cytometry, Alexa488-MEK5. Alexa488-MEK5 binding to MEKK2 mutant. percent response, % at 10 µM. 290,000 tested, 0.35% active. AID 1530, 2009; in the data active = percent response above about 24%, passing the limit was not always enough; note: inactives centre near 1; some results filed as inactive read as strong as hits; reference of the scale not given here
PHOSPHO1 inh = PubChem AID 1565; recombinant PHOSPHO1, absorbance phosphatase assay; inhibition, % at 13.3 µM; 290,000 tested, 1.1% active; in the data active = inhibition above about 60%
* marks the source's active call; other numbers are inactive results; x = no result given.

SMILES	OXTR ag	MEKK2wt PB1 HTS	NALP1 inh	GalR3 antagonist	V1R ag counter	MEKK3 PB1 HTS	GPR7 antag	MEKK2mut PB1 HTS	PHOSPHO1 inh
CCOc1ccccc1-n1c(SCC(=O)NC(C)CC)nnc1-c1ccoc1C (configuration not stated)	-2.3	129	19	-4	-1.0	114	-11	12	45
COC(=O)c1ccc(C2/C(=C(/O)c3ccc(OC)cc3)C(=O)C(=O)N2c2cc(C)on2)cc1 (configuration not stated)	-1.3	107	-67	-4	0.1	101	3	2	10
Fc1ccc(-n2c(-c3ccc4ccccc4n3)n[nH]c2=S)cc1Cl	-1.4	98	-21	4	-0.3	99	4	-2	-142
CC(C)(C)NC(=O)C(OC(=O)c1ccco1)c1ccccc1F (configuration not stated)	-1.0	96	-3	-4	-0.1	95	-5	-5	x
Cc1nnc(-c2ccco2)c2cn(-c3cccc(Br)c3)nc12	-2.0	108	38	-3	-0.1	106	-12	-1	14
CCCC(=O)N1CC(=O)Nc2ccc(C)cc2C1c1ccc(F)cc1 (configuration not stated)	-0.7	90	25	4	-0.5	95	2	-5	51
CC(=O)N/C(=C\c1ccc(Cl)cc1)C(=O)O	1.2	92	40	-4	0.8	94	-5	-4	29
Cc1cc(C(=O)Nc2ccc(N3CCOCC3)c(Cl)c2)c(C)o1	-1.2	104	-2	0	-0.5	105	-3	5	51
Cc1ccc(C(=O)C=CNNC(=O)c2ccccc2)cc1	-1.5	108	5	-1	0.8	113	3	11	14
COc1ccc(C2C(C(=O)NCc3ccco3)c3ccccc3C(=O)N2C)cc1 (configuration not stated)	1.0	80	6	5	1.4	93	6	-13	28
COc1cc(Cl)c(C)cc1NC(=O)CSc1nnc(CCC(=O)O)c(=O)[nH]1	0.0	101	-8	-2	-0.4	102	-7	-4	57
Cc1ccc(Cl)cc1N1CCN(Cc2nc3c(c(=O)[nH]c(=O)n3C)n2Cc2ccccc2F)CC1	0.1	x	x	0	0.2	x	x	x	-9
O=C(Nc1ccc2c(c1)OCCO2)C1CCCN(S(=O)(=O)Cc2ccccc2)C1 (configuration not stated)	-1.5	108	9	-1	-0.4	104	-15	5	-3
O=C(NC1CCS(=O)(=O)C1)Oc1ccccc1 (configuration not stated)	1.1	103	3	-1	0.5	102	-8	8	15
CN(C)c1ccc(C2NCCS2)cc1 (configuration not stated)	1.9	99	-13	-1	0.5	98	4	2	29
CCOC(=O)Cc1csc(NC(=O)CN2CCOCC2)n1	1.4	101	6	-2	1.5	101	-5	10	44
COc1ccc(C(=O)Nc2cc(OC)ccc2OC)cc1	-2.1	x	4	2	-1.7	x	2	x	7
O=C1CC(c2ccccc2)C(C(=O)Nc2ccccc2F)N1 (configuration not stated)	0.1	98	19	3	1.1	108	-15	-3	-16
COc1ccc(CNC(=O)CCN2C(=O)c3ccccc3C2=O)cc1	-0.6	101	2	-9	-0.6	102	6	4	43
COc1ccc(NC(=O)c2sc3nc(N4CCOCC4)c4c(c3c2N)CC(C)(C)OC4)c(OC)c1	-0.3	95	16	7	-0.2	97	-16	-3	13
CC1(C)CC(=O)c2c(-c3cccs3)n[nH]c2C1	0.9	81	45	-5	0.1	75	4	-13	9
Cc1[nH]nc2c1C(c1c[nH]c3ccccc13)C(C#N)=C(N)O2 (configuration not stated)	-1.1	97	x	1	-0.1	100	-14	1	43
O=C(OC[C@@H]1CCCN2CCCC[C@H]12)c1cc2ccccc2oc1=O	1.2	106	29	2	3.4	110	4	4	-7
COc1ccc(S(=O)(=O)NC(CC(=O)NCc2ccco2)C(C)C)cc1 (configuration not stated)	-0.2	99	33	-1	3.2	96	-16	13	33
O=C(NCCNC(=O)c1ccc(-c2ccc(Cl)c(Cl)c2)o1)c1cnccn1	6.9	103	27	-6	5.4	101	-1	4	47

(continued)
SMILES	OXTR ag	MEKK2wt PB1 HTS	NALP1 inh	GalR3 antagonist	V1R ag counter	MEKK3 PB1 HTS	GPR7 antag	MEKK2mut PB1 HTS	PHOSPHO1 inh
CCCCc1ccc(NC(=S)NCCc2ccc(F)cc2)cc1	-0.4	106	32	-4	7.8	102	-22	1	42
CCOc1ncccc1C(=O)N1CCN(c2cccc(C)c2C)CC1	x	104	11	0	x	98	28*	2	38
CCOC(=O)c1c(C)[nH]c(C(=O)OCc2ccc([N+](=O)[O-])cc2)c1C	-0.8	99	9	-3	4.4	97	4	-5	-5
c1ccc(CN(Cc2ccccc2)c2ncnc3c2nnn3Cc2ccccc2)cc1	-1.3	101	-3	0	1.0	103	-6	-2	29
CCOC(=O)c1c(-c2ccccc2)cn2c(C)cc(C)nc12	-2.9	105	-12	2	-1.8	99	-4	3	47
O=C(c1ccc2c(c1)OCO2)N1CCCC1	0.9	98	8	-1	-0.5	99	2	1	52
CC1CCCC(C)N1NC(=O)c1cccc(S(=O)(=O)N2CCc3ccccc32)c1 (configuration not stated)	-1.6	95	0	-9	0.8	105	-2	-4	24
COc1cc(S(=O)(=O)N2CCN(C(=O)c3ccccc3F)CC2)c(OC)cc1NC(C)=O	x	98	23	-3	x	95	3	-3	27
CC(O)Cn1c(N2CCCC2)nc2c1c(=O)[nH]c(=O)n2C (configuration not stated)	0.1	106	6	-3	0.3	98	-18	7	41
CC(=O)N1CCSc2ccc(S(=O)(=O)Nc3ccc(C)cc3)cc21	7.4	106	10	-6	10	107	-2	11	26
Nc1nnc(SCC(=O)NCCOc2ccccc2)s1	-0.6	89	-88	18*	0.9	86	3	10	-10
CC(C)C(NC(=O)c1ccccc1NC(=O)c1ccco1)C(=O)O (configuration not stated)	0.7	81	32	2	0.2	71	-11	-15	28
O=C(CSCc1ccccc1)Nc1nccs1	-0.3	94	-12	-4	-0.5	97	8	2	6
O=C1C2C3C=CC(C2C(=O)N1c1ccccc1O)C1C2C(=O)N(c4ccccc4O)C(=O)C2C31 (configuration not stated)	0.9	98	-34	-5	0.0	104	-5	1	37
COc1cccc(-c2csc(N3CCN(C(=O)Nc4ccccc4Cl)CC3)n2)c1	-2.3	95	-2	-5	0.0	103	-2	-6	45
COc1ccc([N+](=O)[O-])cc1NC(=O)C(C)N1CCN(C(=O)c2ccco2)CC1 (configuration not stated)	0.2	96	-9	-2	0.2	98	-5	-3	32
Cc1ccc(NC(=O)N2CCc3ccccc3C2)cc1	-1.7	98	65	-2	-0.7	100	2	0	30
CCOc1ccccc1C(=O)N1CCC(n2nnc3cc(C)ccc32)CC1	0.3	98	-7	-2	1.7	88	-10	-1	2
CCOc1ccccc1C(=O)N(Cc1sccc1C)C1CCS(=O)(=O)C1 (configuration not stated)	-0.6	94	-8	6	-0.1	91	-6	1	5
CCOCCCNC(=O)C(C)NS(=O)(=O)c1ccc(C)cc1 (configuration not stated)	-0.9	104	15	-1	0.1	100	0	2	9
COCCn1c(-c2cccc([N+](=O)[O-])c2)nc2c1c(=O)[nH]c(=O)n2Cc1ccccc1	-2.4	100	35	-2	-0.8	99	-3	-3	4
CC(/C=C1\SC(=Nc2cccnc2)NC1=O)=C\c1ccccc1	-0.2	91	15	-5	-0.1	90	-7	-14	19
Cc1ccc(C(=O)c2ccccc2C(=O)OCC(=O)NC(C)(C)C)cc1	-1.3	92	9	-5	-1.4	95	-10	-5	32
Cc1ccc(OCC(=O)N2N=C(c3cccnc3)CC2(O)C(F)(F)F)cc1C (configuration not stated)	5.8	101	34	-5	4.4	97	10	16	13
Cc1cc(C)cc(C(=O)NC(CC(N)=O)c2ccc(NCC3CC3)c([N+](=O)[O-])c2)c1 (configuration not stated)	0.2	106	25	-4	0.1	103	4	1	-47

The list goes on.
SMILES	OXTR ag	MEKK2wt PB1 HTS	NALP1 inh	GalR3 antagonist	V1R ag counter	MEKK3 PB1 HTS	GPR7 antag	MEKK2mut PB1 HTS	PHOSPHO1 inh
COc1ccc(N2CCN(c3oc(-c4ccccc4OC)nc3C#N)CC2)cc1	-1.5	x	25	x	-0.9	x	-4	x	2
CCOc1ccc(C(=O)NC2CC(C)(C)NC(C)(C)C2)cc1	1.1	110	5	-7	-0.4	105	-6	11	51
COC(=O)C1C(c2ccc(OC)cc2)NC(=O)NC1(O)C(F)(F)Cl (configuration not stated)	0.5	88	-6	-4	0.1	88	1	-8	6
CCOC(=O)c1c(C)n(C)c2cc([N+](=O)[O-])c(O)c([N+](=O)[O-])c12	-1.1	86	8	3	-1.1	87	-13	-19	40
CCOc1ccc(CCNC(=O)CCc2nnc3ccc(N4CCCCC4)nn23)cc1OCC	-1.8	100	-84	x	-1.1	97	-9	4	7
O=C(NCc1ccccc1)c1cccc(NC(=O)c2ccco2)c1	0.4	95	9	-2	0.2	96	4	-2	7
NS(=O)(=O)c1ccc(Nc2ccc3cc(S(=O)(=O)N4CCCCC4)ccc3n2)cc1	0.2	94	18	-8	-0.7	95	-13	-8	33
Cc1ccc(Sc2nc3c(c(=O)[nH]c(=O)n3C)n2CCc2ccccc2)cc1	-1.0	102	43	1	-0.5	104	-2	-4	2
O=C1CN(C(=O)CNC(=O)c2ccc(Cl)cc2Cl)CCN1	0.5	101	8	-5	-0.1	100	-15	1	11
CCCCOC(=O)C(C)c1c(C)[nH]c(=S)[nH]c1=O (configuration not stated)	0.1	104	7	8	1.0	101	-1	10	29
O=C(NCC(=O)N(Cc1cccs1)C(C(=O)NC1CCCC1)c1ccncc1)c1ccco1 (configuration not stated)	-0.7	109	7	-6	0.4	108	-17	5	21
Cc1ccc(NS(=O)(=O)c2cc(C(=O)N3CCN(C)CC3)ccc2C)cc1	0.3	107	-10	-2	0.7	107	-11	3	0
CCOC(=O)C1CCN(C(=O)CNS(=O)(=O)c2cccs2)CC1	0.6	99	0	-4	0.2	104	4	-1	-31
CSc1ccc(CN2CCC(C(=O)NCc3ccc(C)cc3)CC2)cc1	1.6	93	25*	-10	2.5	99	-5	-8	49
COc1ccc(CN2CCCCC2C(=O)Nc2ccc(OC)c(OCC(C)C)c2)cc1OC (configuration not stated)	0.4	104	3	1	0.9	89	-3	-1	-7
Cc1cc(C)n(CC(=O)N/N=C/c2ccc3c(c2)OCO3)n1	-0.7	96	-1	-4	0.7	93	-7	-2	-12
Clc1cc2c(c(Cn3cnc4ccccc43)c1)OCOC2	-0.8	91	-6	-6	-1.4	99	-1	-4	-8
Cc1c(C)c2cc3c(C)coc3cc2oc1=O	0.2	104	15	-3	2.7	103	7	7	28
S=c1[nH]c2cc3c(cc2[nH]1)OCCO3	0.7	97	x	7	-2.0	93	-11	-18	-50

Full records from above. Values in the order: OXTR ag	MEKK2wt PB1 HTS	NALP1 inh	GalR3 antagonist	V1R ag counter	MEKK3 PB1 HTS	GPR7 antag	MEKK2mut PB1 HTS	PHOSPHO1 inh
Record of CCOC(=O)c1c(C)n(C)c2cc([N+](=O)[O-])c(O)c([N+](=O)[O-])c12 : -1.1	86	8	3	-1.1	87	-13	-19	40
Record of S=c1[nH]c2cc3c(cc2[nH]1)OCCO3 : 0.7	97	x	7	-2.0	93	-11	-18	-50
Record of Clc1cc2c(c(Cn3cnc4ccccc43)c1)OCOC2 : -0.8	91	-6	-6	-1.4	99	-1	-4	-8
Record of CCOC(=O)C1CCN(C(=O)CNS(=O)(=O)c2cccs2)CC1 : 0.6	99	0	-4	0.2	104	4	-1	-31
Record of CCOc1ccc(C(=O)NC2CC(C)(C)NC(C)(C)C2)cc1 : 1.1	110	5	-7	-0.4	105	-6	11	51

Source: PubChem BioAssay
